Compound activity as filed in PubChem BioAssay.
S3 lipid droplet – qHTS Assay for Lipid Storage Modulators in Drosophila S3 Cells; Drosophila S3 cells, BODIPY lipid droplet fluorescence, 18-24 h; cells fed with added oleic acid; Potency in µM for hits, for the others lipid storage change, negative = inhibition, % at the top dose, mostly 46.1 µM; 0.64% of 320,000 active; AID 2685; active = well fitted inhibition curve with a large enough effect in the signal ratio, with a control signal flat, not every such curve was filed as active; inconclusive = small, poorly fitted or top-dose-only effect, or effect the other way, or a change in a side signal; the % refers to the signal ratio
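Laser-scanning cytometry quantifies lipid droplet accumulation (500–530 nm total intensity; droplet/cell object ratio) in oleic acid-fed (400 uM added) Drosophila S3 cells treated with a concentration series. 20 uM Triacsin C defined 100% inhibition.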
S3 lipid droplet cell count max – further read-out of S3 lipid droplet, marked with its call; cell number change, %; measured here: cell count max response;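 cells counted by Cell Tracker Red CMTPX staining in the red channel; peak over a dose series mostly up to 46.1 µM; percent activity relative to internal control wells on each plate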
An asterisk follows results filed as active; [ ] = another dose, or the depositor's remark. % is scaled to controls: 0 for no effect and ±100 for the full control effect; potency is read from the fitted curve at half-maximal effect. Some of the compounds tested. The share of hits here may be higher or lower than overall.

Sample of the layout, two compounds:
Results for NS(=O)(=O)c1ccc(NC(=O)CN2CCCc3ccccc32)cc1 ?
S3 lipid droplet: inconclusive

How did Cc1ccc(-c2nc(CS(=O)CC(=O)NCCN3CCCC3)c(C)o2)cc1 (stereo not drawn) do in these assays?
S3 lipid droplet: inconclusive

All compounds of this part, repeating the preview:
Results for NS(=O)(=O)c1ccc(NC(=O)CN2CCCc3ccccc32)cc1 ?
S3 lipid droplet: inconclusive

How did Cc1ccc(-c2nc(CS(=O)CC(=O)NCCN3CCCC3)c(C)o2)cc1 (stereo not drawn) do in these assays?
S3 lipid droplet: inconclusive

Results for NS(=O)(=O)c1ccc(N/N=C/c2ccc(O)cc2O)c([N+](=O)[O-])c1 ?
S3 lipid droplet: -20.2%; S3 lipid droplet cell count max: -2.7

How did CCc1ccc(-c2nnn(CCC(=O)OC)n2)cc1 do in these assays?
S3 lipid droplet: 4.1%; S3 lipid droplet cell count max: -5.3

How did O=c1c2ccccc2nnn1Cc1ccc(F)cc1 do in these assays?
S3 lipid droplet: inconclusive

What do the screens show for `COC(=O)c1cc(COc2ccc3oc(C)c(C(=O)OC)c3c2)c(C)o1`?
S3 lipid droplet: inconclusive

What do the screens show for `COc1ccc2[nH]c(=O)c(CN(Cc3cccs3)Cc3nnnn3C(C)(C)C)cc2c1`?
S3 lipid droplet: inconclusive

How did O=C(COc1ccc([N+](=O)[O-])cc1)Nc1cccnc1 do in these assays?
S3 lipid droplet: inconclusive

What do the screens show for `Cc1cccc(C)c1NC(=O)CCS(=O)(=O)c1ccc(Br)cc1`?
S3 lipid droplet: 5.3%; S3 lipid droplet cell count max: 18.6

Results for CC(C)C(=O)NC(=S)Nc1ccc(S(=O)(=O)N(C)Cc2ccccc2)cc1 ?
S3 lipid droplet: inconclusive

What do the screens show for `O=C(Nc1n[nH]c(=S)s1)c1ccco1`?
S3 lipid droplet: inconclusive

What do the screens show for `CCOc1cc(C(=S)N2CCOCC2)ccc1OC`?
S3 lipid droplet: inconclusive

How did COc1cccc(Oc2nc3ncn(Cc4ccccc4)c3c(=O)n2C)c1 do in these assays?
S3 lipid droplet: 7.1%; S3 lipid droplet cell count max: -0.5

What do the screens show for `Cc1[nH]n(-c2ccc(Cl)cc2)c(=O)c1/C=N/n1c(C)nc2ccccc2c1=O`?
S3 lipid droplet: 1.1%; S3 lipid droplet cell count max: 23.2

Results for Cc1cccc(C)c1NC(=O)c1c(O)c2ccccc2[nH]c1=O ?
S3 lipid droplet: inconclusive

How did COc1cccc(CNC(=O)C2CCC(CNc3c(N4CCC(C)CC4)c(=O)c3=O)CC2)c1 (stereo not drawn) do in these assays?
S3 lipid droplet: 6.0%; S3 lipid droplet cell count max: 7.6

Results for O=C(N/N=C(\Cc1ncc[nH]1)c1ccccc1)c1ccccc1 ?
S3 lipid droplet: -1.1%

What do the screens show for `CC(=O)NS(=O)(=O)c1ccc(NC(=O)c2ccccc2F)cc1`?
S3 lipid droplet: -5.6%; S3 lipid droplet cell count max: -16.2

How did O=C(COC(=O)c1ccc(O)cc1)Nc1ccc2[nH]c(=O)[nH]c2c1 do in these assays?
S3 lipid droplet: -5.4%[0.0737 µM]; S3 lipid droplet cell count max: -6.1

What do the screens show for `O=C(NCc1ccco1)c1ccc(Br)s1`?
S3 lipid droplet: 7.5%; S3 lipid droplet cell count max: -2.8

How did Cc1ccc(Nc2nc(OC(C(F)(F)F)C(F)(F)F)nc(N3CCOCC3)n2)cc1 do in these assays?
S3 lipid droplet: 5.5%; S3 lipid droplet cell count max: -8.2

How did N#CCC(=O)Nc1sc2c(c1C(N)=O)CCCC2 do in these assays?
S3 lipid droplet: 8.6%; S3 lipid droplet cell count max: -5.7

How did COc1ccccc1CNC(=O)c1ccc(OCc2c(C)noc2C)c(OC)c1 do in these assays?
S3 lipid droplet: inconclusive

What do the screens show for `CCOC(=O)c1c(S(=O)(=O)NCC(=O)Nc2ccc(F)cc2)c(C)n(C)c1C`?
S3 lipid droplet: 9.7%

How did CN(/N=C/c1cccnc1)c1cnn(-c2ccc(F)c(Cl)c2)c(=O)c1Cl do in these assays?
S3 lipid droplet: inconclusive

Results for CSc1ccc(CN2CCC(n3nccc3NC(=O)C3CCOC3)CC2)cc1 (stereo not drawn) ?
S3 lipid droplet: -11.7%; S3 lipid droplet cell count max: 17.5

How did O=C(CCn1c(=O)c2ccccc2n(Cc2cccc([N+](=O)[O-])c2)c1=O)N1CCc2ccccc2C1 do in these assays?
S3 lipid droplet: 24.8%; S3 lipid droplet cell count max: -12.4

Results for Cc1nn(-c2ccccc2)nc1CNC(=O)c1ncoc1-c1ccccc1 ?
S3 lipid droplet: inconclusive

How did Cc1onc(-c2c(Cl)cccc2Cl)c1C(=O)O/N=C(\C#N)c1ccccc1 do in these assays?
S3 lipid droplet: 3.9%; S3 lipid droplet cell count max: -8.1

How did Cc1ccccc1C1=N/C(=C/c2cccs2)C(=O)O1 do in these assays?
S3 lipid droplet: -8.3%; S3 lipid droplet cell count max: 10.5

Results for CCn1c(SCC(=O)Nc2ccc3c(c2)OCCO3)nnc1C1CC1 ?
S3 lipid droplet: inconclusive

Results for COc1cc(NC(=O)c2ccccc2-n2cnnn2)cc(OC)c1 ?
S3 lipid droplet: inconclusive

Results for COc1ccc(CNc2ccccc2SC)cc1OC ?
S3 lipid droplet: inconclusive

Results for Cc1c(C)n(Cc2ccc(Cl)cc2)c2ccc(C(=O)NCCN3CCOCC3)cc12 ?
S3 lipid droplet: inconclusive

Results for CC(C)C[C@H](NC(=O)OC(C)(C)C)C(=O)N1CCC(C(=O)N[C@@H](Cc2c[nH]c3ccccc23)C(=O)O)CC1 ?
S3 lipid droplet: inconclusive

What do the screens show for `Cc1ccc(NC(=O)CSc2ccc3nnc(-c4cccnc4)n3n2)cc1`?
S3 lipid droplet: -24.5%; S3 lipid droplet cell count max: -9.3

How did COc1cc([N+](=O)[O-])ccc1NC(=O)Nn1cnnc1 do in these assays?
S3 lipid droplet: inconclusive

Results for CC(C)C[C@H](NS(=O)(=O)c1ccc(Br)cc1)C(=O)O ?
S3 lipid droplet: inconclusive

What do the screens show for `CCN1CCN(Cc2ccc(NC(=O)c3ccc(C)c(NC(=O)c4nccnc4N)c3)cc2C(F)(F)F)CC1`?
S3 lipid droplet: 2.2%; S3 lipid droplet cell count max: -10.3

What do the screens show for `COc1ccc(CNC(=O)[C@H](C)N2C(=O)N3CCc4c([nH]c5ccccc45)[C@@]3(C)C2=O)cc1OC`?
S3 lipid droplet: inconclusive

Results for Cc1cc(=S)c2ccccc2[nH]1 ?
S3 lipid droplet: inconclusive

How did CSc1nnnn1-c1ccc(C(=O)OCC(=O)N2CCOCC2)cc1 do in these assays?
S3 lipid droplet: inconclusive

How did O=C(NCC1CCCO1)c1ccc(CNS(=O)(=O)c2cccc(Cl)c2)cc1 (stereo not drawn) do in these assays?
S3 lipid droplet: inconclusive

How did COC(=O)Cc1nnc(NC(=O)C(C)C)s1 do in these assays?
S3 lipid droplet: inconclusive

What do the screens show for `O=C(CN1CCOCC1)N/N=C/c1cc2ccccc2nc1Cl`?
S3 lipid droplet: inactive

How did CCOc1ccc(C(=O)COC(C)=O)cc1 do in these assays?
S3 lipid droplet: 0.0%; S3 lipid droplet cell count max: -14.1

What do the screens show for `O=C(c1ccco1)N1CCN=C1SCc1cccnc1`?
S3 lipid droplet: 7.6%; S3 lipid droplet cell count max: 1.1

How did CCC(=O)Nc1cc2c(cc1C(C)=O)OCCO2 do in these assays?
S3 lipid droplet: 12.0%; S3 lipid droplet cell count max: 2.1

What do the screens show for `CCOC(=O)c1c(C)[nH]c(C(=O)COC(=O)CNC(=O)c2ccc(Br)cc2)c1C`?
S3 lipid droplet: 3.9%; S3 lipid droplet cell count max: -5.5

What do the screens show for `COc1cccc(-c2ncc3ccccc3c2COC(=O)c2ccc(Br)cc2)c1`?
S3 lipid droplet: inactive; S3 lipid droplet cell count max: 2.3

What do the screens show for `Cc1cccc(NC(=S)N/N=C/c2ccc([N+](=O)[O-])s2)c1`?
S3 lipid droplet: inconclusive

How did COc1ccc(-c2cn(-c3ccc(C)cc3)c(=O)n2CC(=O)Nc2cccc(F)c2)cc1 do in these assays?
S3 lipid droplet: inconclusive

Results for COc1ccc(-c2cc(C(=O)OC(C)C(=O)Nc3c(C)n(C)n(-c4ccccc4)c3=O)c3ccccc3n2)cc1 (stereo not drawn) ?
S3 lipid droplet: inconclusive

What do the screens show for `O=c1c2c(nc3nc(CCc4ccccc4)[nH]n13)CCC2`?
S3 lipid droplet: inconclusive

How did O=C(c1ccc(Cl)c([N+](=O)[O-])c1)N(Cc1ccccc1)C1CCS(=O)(=O)C1 (stereo not drawn) do in these assays?
S3 lipid droplet: -14.8%; S3 lipid droplet cell count max: -20.3

How did CCc1noc2c1/C(=N\O)CC(c1ccccc1)C2 (stereo not drawn) do in these assays?
S3 lipid droplet: inconclusive

Results for O=C(CCCc1ccccc1)Nc1cccnc1Cl ?
S3 lipid droplet: inactive; S3 lipid droplet cell count max: -1.5

How did COc1cccc(-n2nnnc2SCC(=O)NCCc2ccccc2)c1 do in these assays?
S3 lipid droplet: inconclusive

How did COc1ccccc1CN1CC(C(=O)N(CCO)Cc2cccs2)CCC1=O (stereo not drawn) do in these assays?
S3 lipid droplet: 8.2%; S3 lipid droplet cell count max: 1.7

Results for NC(=O)C(=O)NN=C1C2CC3CC(C2)CC1C3 ?
S3 lipid droplet: inconclusive

Results for c1ccc(CSCc2nc3ccccc3[nH]2)cc1 ?
S3 lipid droplet: inconclusive

Results for Cc1cccc(C)c1OCC(O)CNC(C)C (stereo not drawn) ?
S3 lipid droplet: 1.7%; S3 lipid droplet cell count max: 2.5

Results for CCN(C(=O)CSc1nnc(-c2ccccc2Cl)n1C1CCCC1)C1CCS(=O)(=O)C1 (stereo not drawn) ?
S3 lipid droplet: 20.1%; S3 lipid droplet cell count max: -2.8

How did OCCN(Cc1ccccc1)CC1CCCCC1 do in these assays?
S3 lipid droplet: inconclusive

How did O=C(COC(=O)COc1ccccc1[N+](=O)[O-])NC1CCCC1 do in these assays?
S3 lipid droplet: 3.4%; S3 lipid droplet cell count max: 0.3

Results for CSc1nc2nc(-c3ccccc3)cc(C(F)(F)F)n2n1 ?
S3 lipid droplet: inactive; S3 lipid droplet cell count max: -9.6

How did Cc1c(OCC(=O)NCCCN2CCOCC2)ccc2c(-c3ccccc3)cc(=O)oc12 do in these assays?
S3 lipid droplet: inconclusive

What do the screens show for `CCOc1ccccc1/C=N/Nc1cc(C)nc2ccc(C)cc12`?
S3 lipid droplet: inconclusive

How did CC1CC(C)CN(C(=O)C(C)N2CCN(S(=O)(=O)c3cccs3)CC2)C1 (stereo not drawn) do in these assays?
S3 lipid droplet: inconclusive

Results for Cc1ccc(CNC(=O)c2ccc3c(c2)NC(=O)CS3)cc1 ?
S3 lipid droplet: inactive; S3 lipid droplet cell count max: 12.7

Reprinted at random: 5 compounds from above.
Results for c1ccc(CSCc2nc3ccccc3[nH]2)cc1 ?
S3 lipid droplet: inconclusive

Results for Cc1ccc(CNC(=O)c2ccc3c(c2)NC(=O)CS3)cc1 ?
S3 lipid droplet: inactive; S3 lipid droplet cell count max: 12.7

How did CC1CC(C)CN(C(=O)C(C)N2CCN(S(=O)(=O)c3cccs3)CC2)C1 (stereo not drawn) do in these assays?
S3 lipid droplet: inconclusive

How did O=C(COC(=O)COc1ccccc1[N+](=O)[O-])NC1CCCC1 do in these assays?
S3 lipid droplet: 3.4%; S3 lipid droplet cell count max: 0.3

What do the screens show for `CCOc1ccccc1/C=N/Nc1cc(C)nc2ccc(C)cc12`?
S3 lipid droplet: inconclusive

More results follow:
What do the screens show for `Cc1cccc(C)c1NC(=O)c1ccc(-c2ccc(Cl)cc2Cl)o1`?
S3 lipid droplet: inconclusive

What do the screens show for `CCOc1cccc(-c2nnc3sc(-c4ccco4)nn23)c1`?
S3 lipid droplet: inconclusive

What do the screens show for `COc1cccc(CN2CC(C(=O)NCCn3ccc(C)n3)CCC2=O)c1` (stereo not drawn)?
S3 lipid droplet: inactive; S3 lipid droplet cell count max: -5.7

Results for O=C1C2N=NN(CC(=O)N3N=C(c4cccc5ccccc45)CC3c3ccccc3)C2C(=O)N1c1ccccc1 (stereo not drawn) ?
S3 lipid droplet: 4.3%; S3 lipid droplet cell count max: 9.2

Results for COCCCNC(=O)COc1ccc(Cl)c(C)c1 ?
S3 lipid droplet: 17.8%; S3 lipid droplet cell count max: 11.1

Results for O=C(Nc1ccc(Cl)c(Cl)c1)NC1CCS(=O)(=O)C1 (stereo not drawn) ?
S3 lipid droplet: inconclusive

What do the screens show for `CNc1cc(CSC)nc(SCc2ccc(Cl)c(Cl)c2)n1`?
S3 lipid droplet: -0.7%; S3 lipid droplet cell count max: -0.3

Results for C=CCn1c(SCC(=O)Nc2ccc(C(=O)OCC)cc2)nnc1-c1sc(N)nc1C ?
S3 lipid droplet: inconclusive

What do the screens show for `COc1ccc2c(c1)CCc1c(C(=O)Nc3c(C)n(C)n(-c4ccccc4)c3=O)noc1-2`?
S3 lipid droplet: inconclusive

What do the screens show for `Cc1ccc(-c2nc(N)n(C(=O)c3cccnc3)n2)cc1`?
S3 lipid droplet: inconclusive

How did O=C(c1ccccc1NS(=O)(=O)c1ccccc1[N+](=O)[O-])N1CCOCC1 do in these assays?
S3 lipid droplet: 1.0%; S3 lipid droplet cell count max: -18.3

How did C[C@H](NC(=O)C1CCN(S(=O)(=O)c2ccccc2)CC1)C(=O)NCc1cccc(Cl)c1 do in these assays?
S3 lipid droplet: inconclusive

What do the screens show for `O=C(N/N=C1\CCCc2c1[nH]c1ccc(Cl)cc21)c1ccncc1`?
S3 lipid droplet: 13.9%; S3 lipid droplet cell count max: 7.4
